G6PDH CS: counter-screen for G6PDH assay hits: L. mesenteroides G6PDH inhibition | Purified L. mesenteroides G6PDH, diaphorase/resazurin coupled fluorescence, 45 min | inhibition, % at 5 µM | hit rate 0.12% among 200,000 | AID 1020; in the data active means inhibition above about 50%
STAT1 activator: STAT1 signaling activation; NIH 3T3 STAT1-luciferase reporter, IFN-gamma, luminescence; 100% = IFN-gamma alone, no compound; activation (% of control), % at 5.5 µM; hit rate 2.6% among 200,000;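 active means activation above the screen-wide mean activation plus 3 SD, cut at about 130% in these data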;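 further: raw ratio to IFN-gamma control signal so 100% means no change and 0% no light; values of inactives mirror those of a sister screen read the other way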
APP 5UTR inh: APP translation inhibition; SH-SY5Y APP 5'UTR-luciferase reporter, luminescence; AID 1285; inhibition, % at 2 µM; hit rate 0.82% among 190,000;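 active means inhibition above a set limit, derived from the sample mean plus 3 SD, cut at about 45% in these data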; further: values of inactives mirror those of a sister screen read the other way
FLuc stim CS: affects firefly luciferase, flagging false hits in luciferase stimulation screens. P08659. 200,000 tested, under 10 active. ATPlite luciferase biochemical, luminescence, 10 min; 0 = ATP-free wells, 1 = DMSO control. activation factor at 10 µM;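 active means luciferase activation factor, scaled between plate controls, of at least 2 with compound at 10 µM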
Target sequence (P08659 whole entry, looked up): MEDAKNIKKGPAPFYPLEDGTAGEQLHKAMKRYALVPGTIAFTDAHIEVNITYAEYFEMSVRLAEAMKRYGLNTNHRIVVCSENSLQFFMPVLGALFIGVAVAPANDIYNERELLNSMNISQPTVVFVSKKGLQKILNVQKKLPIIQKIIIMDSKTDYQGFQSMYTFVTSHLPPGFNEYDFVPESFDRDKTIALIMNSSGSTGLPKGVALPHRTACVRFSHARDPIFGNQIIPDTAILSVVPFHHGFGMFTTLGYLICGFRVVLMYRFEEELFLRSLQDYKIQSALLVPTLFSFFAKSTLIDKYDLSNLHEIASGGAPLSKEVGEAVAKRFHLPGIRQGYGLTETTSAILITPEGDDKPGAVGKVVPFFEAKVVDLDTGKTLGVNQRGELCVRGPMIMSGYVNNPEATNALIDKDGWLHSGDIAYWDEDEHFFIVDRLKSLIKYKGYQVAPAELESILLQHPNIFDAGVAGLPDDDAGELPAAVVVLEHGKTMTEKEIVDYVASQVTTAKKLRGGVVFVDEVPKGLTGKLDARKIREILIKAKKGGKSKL
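Material: Luciferase/luciferin reagent mix | Doses: Test compounds dosed from 2 mM stocks in 100% DMSO | Timing: 10 min incubation after luciferase reagent addition, room temperature | Measured by: Luminescence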
Diaphorase act: counter-screen for diaphorase-based assays: diaphorase activators and chemical reducers; hit rate 0.005% among 190,000; Diaphorase/resazurin coupled assay, resorufin fluorescence, 16 min; stronger effect = higher value; 1 = vehicle wells, 0 = NADH-free wells; activation factor at 20 µM;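 active means diaphorase activity raised at least twofold by the compound at 20 µM; inactive means activation factor below 2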
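Material: Purified diaphorase enzyme from Clostridium kluyveri | Buffer or medium: 50 mM HEPES pH 7.4 with 4.542 mM MgCl2, 0.005% Tween 20 | Times: 16 min enzyme reaction, ambient temperature | Signal: Red resorufin fluorescence at 544/590 nm excitation/emission | Measure: Increased resorufin signal from activators or reducing compounds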
Diaph inh CS: counter-screen for diaphorase-based assays: diaphorase inhibitors and chemical oxidizers. diaphorase resazurin-to-resorufin fluorescence, NADH, 16 min; bacterial (C. kluyveri) enzyme, not human. inhibition, % at 20 µM. hit rate 0.69% among 190,000. AID 1217;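 active means primary screen inhibition at 20 µM above a set limit, cut at about 50% in these data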;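 further: plate controls were DMSO with full reaction for no effect and wells lacking NADH for full effect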
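Assay system – diaphorase enzyme from Clostridium kluyveri · Amount – diaphorase 0.14 U/mL (working solution) · Times – reaction incubation of 16 min at room temperature · Controls – No-NADH positive control and DMSO neutral control · Signal – resorufin fluorescence 544/590 nm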
TLR4-MyD88 BLA: blocks binding of human TLR4 to MyD88. O00206+Q99836. AID 861. inhibition, % at 8.4 µM. hit rate 0.18% among 200,000. HeLa CL3-4 TLR4/MyD88 BLA complementation, FRET ratio; in the data active means inhibition above about 25%;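 further: 0% = vehicle and 100% = reference inhibitor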
NF-kB expr up: compounds increasing NF-kB expression in human neuronal cells. AID 1239. NF-kB reporter expression; stronger effect = higher value. hit rate 1.6% among 190,000. fold change at 12.5 µM; in the data active means fold change above about 3.3
APP 5'UTR act: APP 5'UTR luciferase reporter activation | SH-SY5Y APP 5'UTR luciferase reporter, luminescence; zero percent = DMSO vehicle wells | activation, % at 2 µM | hit rate 1% among 190,000 | AID 1276;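 active means activation above a set limit, based on mean plus 3 SD of controls, cut at about 140% in these data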; further: values of inactives mirror those of a sister screen read the other way
FLuc inh counter: counter-screen for luciferase assay inhibitors: firefly luciferase inhibition; inhibition, % at 10 µM; AID 1006; hit rate 1.5% among 200,000; ATPLite firefly luciferase biochemical luminescence, 10 min;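 active means inhibition above about 50% when tested at 10 µM, limit read from the data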
Numbers without * were called inactive; · = not tested or not shown.

SMILES	G6PDH CS	STAT1 activator	APP 5UTR inh	FLuc stim CS	Diaphorase act	Diaph inh CS	TLR4-MyD88 BLA	NF-kB expr up	APP 5'UTR act	FLuc inh counter
CCOC(=O)Cc1csc(NC(=O)CSc2ncnc3c2cnn3-c2ccccc2Cl)n1	10	103	-27	1.1	0.6	36	17	1	27	-7
COC(=O)c1cccc(Cn2nnc3ccccc3c2=O)c1	-9	102	-5	1.1	0.9	13	5	1.3	5	-7
CCOC(=O)c1c(-c2ccccc2)csc1NC(=S)NC	3	96	11	1.1	0.8	24	0	1	-11	-5
COc1ccc(OC)c(NC(=O)CSc2nnnn2C)c1	5	83	-12	1.1	0.9	12	-7	1.1	12	-5
CCOc1nc(NC(=O)NS(=O)(=O)Oc2cccc(Cl)c2)nc(-c2ccccc2)n1	-3	110	-6	0.9	0.9	6	-17	1.1	7	6
COC(=O)c1ccc(CN2CCN(CCC(C)C)C(CCO)C2)cc1 (centres undefined)	4	108	-5	1	1	0	8	0.95	5	-1
Cn1c(OCc2cccnc2)nc2c1c(=O)n(Cc1ccc(Br)cc1)c(=O)n2C	2	92	10	1	0.8	18	-6	0.47	-10	-4
CN(CCNC(=O)C1CCN(S(=O)(=O)N2CCOCC2)CC1)CCc1ccccc1	3	103	1	1	0.9	9	2	1	-1	-1
O=C(c1ccco1)N1CCN(c2ncnc3c2[nH]c2ccccc23)CC1	10	59	-11	1.1	1.1	-13	-3	0.29	11	-6
CN(CC1COc2ccccc2O1)C(=S)Nc1ccccc1 (centres undefined)	·	107	-8	·	·	·	1	·	8	·
COc1ccc(C(=O)NCc2nnc(SCC(=O)Nc3ccccc3F)o2)cc1	6	104	-8	1	0.9	10	13	1.1	8	2
CCOc1cc(/C=N/n2nnnc2N)ccc1OCc1c(C)no[n+]1[O-]	3	99	9	1	0.9	14	9	1.2	-9	-4
COCc1c(C(=O)Nc2nc(C)cs2)oc2ccccc12	-3	128	-12	0.9	0.9	11	5	1.1	12	5
Cc1cc(-c2ccccc2)n(-c2ccc(C(N)=O)cc2)n1	9	89	-8	1	0.9	13	-13	1	8	-1
C=CC#CC1(O)CC(C)[N+](C)(C)CC1C (centres undefined)	4	105	5	1	1	1	1	1	-5	-2
COc1cccc(NC(=O)c2nnn(Cc3ccc(Br)cc3F)c2N)c1	-13	109	-2	1.1	0.7	27	9	1.5	2	-6
Cc1ccc(C)c(CN2C(=O)COc3ccc(C(=O)c4ccccc4C(=O)O)cc32)c1	2	98	-3	1.1	0.7	25	-2	1.1	3	-7
CCOC(=O)Cc1csc(NC(=O)CSc2nnnn2-c2ccc(C)c(C)c2)n1	7	91	-9	1	1	3	4	1.1	9	-4
O=C(O)c1cccc(NS(=O)(=O)c2ccc3c(c2)OCCCO3)c1	3	98	15	1.1	0.9	7	-4	1.3	-15	-8
COc1cccc(CC(=O)Nc2cc(S(=O)(=O)N3CCOCC3)ccc2N2CCOCC2)c1	6	102	-22	1	0.9	9	-2	0.88	22	-2
O=C(CCCN1C(=O)c2cccc3cccc(c23)C1=O)N1CCN(c2ccccc2O)CC1	5	104	-6	1.1	0.7	30	-3	0.71	6	-8
CN1C(=O)C2ON(c3ccccc3)C(c3cccs3)C2C1=O (centres undefined)	-4	102	7	1	0.9	7	-5	0.89	-7	-4
COc1ccc(OC)c([C@@H]2OCCC=C[C@H]2C)c1	8	100	-3	1.1	0.9	5	-7	1.2	3	-5
O=C1N=C(N2CCCC2)CN1c1ccccc1	-2	96	-18	1	1	-4	-3	1.1	18	-3
Cc1nc2sc(C(c3ccco3)N3CCN(c4cccc(Cl)c4)CC3)c(O)n2n1 (centres undefined)	7	101	-8	1.1	0.9	9	-3	0.94	8	-7
Cc1ccc(NC(=O)c2cc(S(=O)(=O)N3CCCCC3)cs2)cc1	2	108	-2	1.1	0.8	15	0	0.86	2	-5
CCN(CC)c1ncnc2c1cnn2C	-3	100	-2	1.1	0.8	17	-4	1.1	2	-8
c1cc(Nc2cccc3nccnc23)c2nccnc2c1	17	117	5	1	0.8	24	-3	0.7	-5	0
COc1cccc(NC(=O)Nc2cc(C(=O)O)ccc2C)c1	13	101	9	1	1.2	-15	12	1	-9	3
Cc1ccc(CNC(=O)c2cc3c(=O)n(C)c4ccccc4c3n2C)o1	-2	106	-2	1	0.8	20	-5	0.77	2	-4

Some of these compounds in order of molar mass, low to high.
SMILES	G6PDH CS	STAT1 activator	APP 5UTR inh	FLuc stim CS	Diaphorase act	Diaph inh CS	TLR4-MyD88 BLA	NF-kB expr up	APP 5'UTR act	FLuc inh counter
COc1ccc(OC)c([C@@H]2OCCC=C[C@H]2C)c1	8	100	-3	1.1	0.9	5	-7	1.2	3	-5
Cc1ccc(CNC(=O)c2cc3c(=O)n(C)c4ccccc4c3n2C)o1	-2	106	-2	1	0.8	20	-5	0.77	2	-4
Cc1ccc(C)c(CN2C(=O)COc3ccc(C(=O)c4ccccc4C(=O)O)cc32)c1	2	98	-3	1.1	0.7	25	-2	1.1	3	-7

(further entries)
SMILES	G6PDH CS	STAT1 activator	APP 5UTR inh	FLuc stim CS	Diaphorase act	Diaph inh CS	TLR4-MyD88 BLA	NF-kB expr up	APP 5'UTR act	FLuc inh counter
O=C(CSc1nnnn1-c1ccccc1)N1CCCc2ccccc21	6	103	-8	1.1	0.8	24	4	0.82	8	-6
CCOC(=O)C1=C(c2ccccc2)N=C2SCC(=O)N2C1c1ccc2c(c1)OCO2 (centres undefined)	7	96	8	0.9	1	-1	15	0.87	-8	5
O=C(CCN1C(=O)c2ccccc2C1=O)NC(=S)Nc1cccc(Cl)c1	1	100	-18	1	0.8	17	-3	1.1	18	-4
C[C@@H](C(=O)Nc1ccccc1N1CCOCC1)N1C(=O)C2CC=CCC2C1=O (some centres undefined)	-5	96	3	1.1	0.9	14	5	1.3	-3	-7
COc1ccc(NC(=S)N(CCCN2CCOCC2)C(C)c2cc3ccccc3o2)cc1 (centres undefined)	5	104	-18	1	0.8	23	-14	1	18	-1
C=CCn1c(-c2csc3ccccc23)n[nH]c1=S	5	103	4	1	0.8	15	-5	1	-4	-1
Cc1ccc(CCCOC(=O)CN2CCCCC2)cc1	1	99	-3	1	1.1	-8	-8	1.1	3	-3
Cc1nn(Cc2ccc(F)cc2)c(C)c1NC(=O)c1cc(-c2ccc3c(c2)OCO3)on1	3	84	-14	1	0.8	17	1	0.65	14	-2
CCCCCCCCN1C(=O)C(O)=C(C(C)=O)C1c1ccccn1 (centres undefined)	9	102	4	1	0.9	8	0	1.1	-4	-3
CC(C)C[C@H](NC(=O)c1[nH]cnc1C(=O)N[C@H](C)c1ccccc1)C(=O)OCc1ccccc1	15	95	-9	1	0.6	36	0	0.62	9	-2
CN(C(=O)CS(=O)(=O)c1cccc(Cl)c1)c1ccccc1	10	95	-19	1.1	0.9	7	6	1.1	19	-8
CS(=O)(=O)Nc1ccc(C2=NN(S(=O)(=O)c3ccccc3)C(c3cccs3)C2)cc1 (centres undefined)	6	94	-5	1	0.8	17	0	1.2	5	-5
CC(C)(C)C(=O)Nc1nnc(SCC(=O)NCc2ccco2)s1	-1	97	8	1	0.8	19	-8	1.1	-8	1
COCCNC(=O)CSc1nc2cc(OC)c(OC)cc2c(=O)n1CCC1=CCCCC1	-2	102	-19	1.1	0.9	12	2	0.99	19	-7
COc1ccc(C)cc1NC(=O)C(=O)N/N=C(\C)CC(=O)Nc1cccnc1	7	92	10	1.1	0.9	5	-15	1.1	-10	-7
CC(=O)Nc1cccc(-c2cn3ccccc3n2)c1	1	117	-8	0.8	0.9	5	13	1.7	7	20
O=C(c1ccco1)n1nc(-c2ccc(Cl)cc2)nc1NCc1ccco1	-38	96	7	1	0.9	14	-3	1.3	-7	-1
O=C1OCCN1/N=C/c1ccc([N+](=O)[O-])o1	13	102	5	1	1.1	-6	7	1.1	-5	-4
CCn1cc(C(=O)Nc2ccc(NC(=O)c3ccco3)cc2)c(=O)c2ccc(C)nc21	-14	99	-12	1	1	3	-1	1.1	12	-2
COc1ccc(Cl)cc1NC(=O)CN(C)C(=O)CNC(=O)C12CC3CC(CC(C3)C1)C2	1	103	12	1	0.9	10	-10	1	-12	-4
CN(C)/C=N/c1ncc(C(=O)c2ccccc2)s1	-18	129*	-76	1	1	5	5	2.5	76	1
CCOC(=O)C1=C(C)OC(N)=C(C(=O)OCC)C1c1cccnc1 (centres undefined)	-4	111	-11	1.1	0.8	16	2	1.3	11	-6
COc1ccc(OCCC(=O)Nc2nccs2)cc1	-3	106	3	0.9	1	1	2	1.5	-3	8
O=C(c1cccnc1)N1N=C(c2cccs2)CC1c1ccc(F)cc1 (centres undefined)	2	102	6	1	0.8	16	-10	1.4	-6	0
Cc1cccc(-n2cnc(C(=O)NC3CCCCCC3)c2)n1	7	128	-52	1	0.9	8	-14	2.4	52	0
O=c1c2ccccc2c(-c2ccc(Br)cc2)nn1Cc1ccccc1	6	96	10	1.1	0.9	8	0	1.4	-10	-10
CC1=C(SCCC#N)S/C(=C2\SC(C)=C(SCCC#N)S2)S1	2	104	-18	1.1	0.7	26	-19	1.1	18	-10
CSc1nc(O)c(Cc2ccccc2)c(=O)[nH]1	5	103	1	1	1.1	-11	4	1.1	-1	0
Cc1ccc2cc(/C=C3\N=C(c4ccccc4)OC3=O)c(N3CCOCC3)nc2c1	-5	95	6	1.1	0.8	16	-8	1	-6	-8
Cc1ccccc1C(=O)N[C@H](C(=O)OCC(=O)c1ccc[nH]1)C(C)C	24	90	-14	1	1	4	4	1	14	-4
COc1ccc(S(=O)(=O)N2CCCC2C(=O)Nc2ccc(C)cc2)cc1 (centres undefined)	23	102	7	1	1	0	-9	1.1	-7	-4
COc1ccc(-c2ccc(SCC(=O)c3cccs3)nn2)cc1	-6	115	-6	0.8	0.8	20	-8	1.4	6	25
CCCCn1c(NCc2ccccc2NS(=O)(=O)c2ccc(C)cc2)nc2ccccc21	8	94	-5	1.1	0.8	17	0	1.1	5	-5
Cc1cc2cc(CNC(=O)c3ccc(S(=O)(=O)N4CCCCC4)cc3)ccc2n1C	17	95	-8	1	0.9	11	6	0.71	8	3
CC(Oc1ccc(Cl)cc1Cl)C(=O)Nc1ccc(OCC(=O)O)cc1 (centres undefined)	5	94	-7	1	0.9	12	10	1.1	7	-4
CCc1ccc2c(c1)C(c1ccc([N+](=O)[O-])cc1)=NNC(c1ccc(C)cc1)=N2	-9	104	20	1	1	5	7	1.2	-20	2
Cc1nn(CC(O)CN2c3ccccc3Sc3ccccc32)c(C)c1Br (centres undefined)	10	104	-3	1.1	0.8	18	10	0.75	3	-9
COc1ccc(-n2c(-c3ccccc3)cc3c2CCCC3=O)cc1	3	88	13	1	1	3	-9	1	-13	-2
Cn1c(SCC(=O)c2ccccc2)nnc1-c1cccc(N)c1	-4	127	-44	1	0.9	7	2	2.1	45	-2

A few values from above.
Cn1c(SCC(=O)c2ccccc2)nnc1-c1cccc(N)c1 – NF-kB expr up: 2.1
COc1ccc(-n2c(-c3ccccc3)cc3c2CCCC3=O)cc1 – NF-kB expr up: 1

Screens (PubChem)
